# NOD2-RIPK2 inh: blocks binding of human NOD2 to RIPK2; O43353; CHO BLA complementation NOD2-RIPK2, CCF4 ratio; inhibition, % at 4.98 µM; actives 0.38% (n = 360,000); in the data active means inhibition above about 21%;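 further: 0% = vehicle only and 100% = reference blocker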
# Target sequence (O43353 whole entry, looked up): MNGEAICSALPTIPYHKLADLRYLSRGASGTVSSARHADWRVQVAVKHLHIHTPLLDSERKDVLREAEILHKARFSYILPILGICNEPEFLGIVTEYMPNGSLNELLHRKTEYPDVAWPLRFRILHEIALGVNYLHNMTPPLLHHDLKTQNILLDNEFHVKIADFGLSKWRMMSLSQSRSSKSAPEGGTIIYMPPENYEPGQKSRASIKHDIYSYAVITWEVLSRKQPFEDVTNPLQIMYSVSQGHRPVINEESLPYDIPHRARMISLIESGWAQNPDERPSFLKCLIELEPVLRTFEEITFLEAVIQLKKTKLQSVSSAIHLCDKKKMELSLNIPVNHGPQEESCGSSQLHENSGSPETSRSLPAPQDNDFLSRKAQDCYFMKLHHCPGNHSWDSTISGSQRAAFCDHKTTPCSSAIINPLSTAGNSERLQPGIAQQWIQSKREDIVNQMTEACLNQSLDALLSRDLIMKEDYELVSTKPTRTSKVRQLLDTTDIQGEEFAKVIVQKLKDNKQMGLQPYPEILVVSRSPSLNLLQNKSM
# m5-HT2A agonist: agonists of mouse serotonin 5-HT2A receptor (HTR2A) | P35363 | CHO-K1 mHTR2A beta-arrestin complementation, luminescence; percent of 30 µM serotonin response | activation, % at 7.6 µM | actives 0.66% (n = 360,000);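 active means activation above a run cutoff, the mean activation of all tested compounds plus 3 SD, cut at about 14% in these data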;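 further: 0% = plate median of compound wells and 100% = 30 µM serotonin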
# SRC2 inh: inhibits human steroid receptor coactivator 2 | HEK293 GAL4-SRC2 luciferase reporter, luminescence | inhibition, % at 9 µM | AID 651957 | actives 0.17% (n = 370,000);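 active means inhibition above the mean inhibition of all tested compounds plus 3 SD, set per campaign, cut at about 52% in these data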;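 further: 0% = DMSO treated cells and 100% = cells given Gossypol at 36 µM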
# MC4R barr agon: agonists of human melanocortin 4 receptor (MC4R) beta-arrestin | P32245 | actives 0.98% (n = 360,000) | activation, % at 8.9 µM | U2OS MC4R beta-arrestin complementation, luminescence; percent of melanotan II response, DMSO zero;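 active means activation above a per-plate cutoff, the mean activation of sample wells on that plate plus 3 SD, cut at about 8% in these data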
# Target sequence (P32245 whole entry, looked up): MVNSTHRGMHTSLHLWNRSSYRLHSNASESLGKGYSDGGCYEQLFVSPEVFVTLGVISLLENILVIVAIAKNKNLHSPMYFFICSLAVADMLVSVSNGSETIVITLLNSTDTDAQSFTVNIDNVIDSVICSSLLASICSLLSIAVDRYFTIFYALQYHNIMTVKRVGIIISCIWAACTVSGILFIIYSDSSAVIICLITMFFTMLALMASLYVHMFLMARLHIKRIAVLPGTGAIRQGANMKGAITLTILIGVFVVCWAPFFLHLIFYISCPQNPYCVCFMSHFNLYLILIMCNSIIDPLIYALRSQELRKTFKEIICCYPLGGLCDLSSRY
# Glyco luc inh: N-linked glycosylation inhibition; D54 ERlucT glycosylation luciferase reporter, 24 h; percent of 100 nM tunicamycin response; reporter increase, % at 12.5 µM; actives 0.23% (n = 360,000); AID 588692;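 active means mean luciferase reporter signal, scaled so untreated is 0 and the glycosylation-blocking control 100, at or above a set limit in every replicate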;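 further: luciferase carries N-glycosylation sites so blocking glycosylation raises the light; 0% = median of neutral control wells and 100% = median of 100 nM tunicamycin wells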
# ABHD5 PLIN5 PPI: blocks binding of human ABHD5 to perilipin-5; Split G. princeps luciferase complementation, luminescence, 4 h; inhibition, % at 4 µM; actives 0.78% (n = 360,000); AID 602281;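 active means inhibition above the mean inhibition across every tested compound plus 3 SD, cut at about 22% in these data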;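 further: 0% = DMSO only wells and the 100% control is not disclosed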
# ABCB6 inh 2: human ABCB6 transporter inhibition; K562-ABCB6 porphyrin accumulation, flow cytometry, 1 h; hits give low values; actives 0.19% (n = 360,000); AID 602162; Q9NP58; fluorescence ratio to DMSO, % at 10 µM;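 active means fluorescence ratio to DMSO below 75%, the collection mean minus 3 SD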;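 further: signal is porphyrin accumulated inside mitochondria; 100% equals median channel fluorescence of DMSO control wells; lower ratio means ABCB6 inhibition with less porphyrin fluorescence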
# H9c2 protect: modulators protecting cardiomyocytes from myocardial damage; H9c2 cardiomyocytes, H2O2 injury protection, ATPLite, 2 h; protection from H2O2 cell death, % at 20 µM; actives 0.63% (n = 360,000); AID 588492;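 active means compounds giving at least 50% protection of heart cells from peroxide-induced death in the single-dose screen, raw or plate-pattern-corrected value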;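 further: 0% = DMSO wells with peroxide and 100% = DMSO wells without peroxide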
# TLR9-MyD88 block: blocks human TLR9 binding to MyD88; CHO BLA complementation TLR9-MyD88, CCF4 FRET ratio; inhibition, % at 4.98 µM; actives 0.21% (n = 340,000); AID 504734;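 active means inhibition above the mean over all tested compounds plus 3 SD, cut at about 21% in these data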;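 further: 0% = DMSO only wells and 100% = clavulanate BLA inhibitor control wells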
# MC4R antagonist: blocks human MC4R cAMP signaling. actives 0.48% (n = 360,000). P32245. MC4R-expressing cells, MTII-stimulated cAMP, LANCE TR-FRET. inhibition, % at 6.5 µM;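 active means inhibition above its plate's cutoff, the mean of tested wells on that plate plus 3 SD, cut at about 29% in these data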;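 further: 0% = Melanotan II alone and 100% = Melanotan II plus saturating MCL0020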
#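 Test system: U2OS cells stably expressing human melanocortin 4 receptor (MC4R); also added: Melanotan II challenge; compound: 6.5 µM single dose; timing: 30-min compound preincubation, 1-h Melanotan II challenge, 1-h detection, room temperature; signal: Eu-cAMP/anti-cAMP TR-FRET, emission 671 nm; repeats: one well per compound, no replicates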
# The depositor's hits bear a star; x = not tested or not shown.
SMILES,NOD2-RIPK2 inh,m5-HT2A agonist,SRC2 inh,MC4R barr agon,Glyco luc inh,ABHD5 PLIN5 PPI,ABCB6 inh 2,H9c2 protect,TLR9-MyD88 block,MC4R antagonist
CCOc1ccc(N2CC(O)(c3ccc(F)cc3)[N+]3=C2CCCC3)cc1 (configuration not stated),-1,-1,0,-2.2,7,4,96,2,-8,7
Cc1ccc(CNC(=O)CSCC(=O)O)cc1,12,-1,-4,-1.3,2,4,92,-4,-2,8
COC(=O)c1cccc(NC(=S)NCc2ccc(Cl)cc2)c1,-8,-5,5,-0.8,-1,0,91,-15,2,1
COc1ccccc1CCNC(=O)CNC(=O)Cc1cccc2ccccc12,-10,6,-21,-1.0,-1,-1,98,-2,1,4
CCc1cc(C(=O)N(CC)CC(=O)Nc2c(F)cccc2F)sc1C,-9,-4,16,-0.9,0,-2,95,0,-2,0
COc1ccccc1CNC(=O)COC(=O)/C=C/c1ccc(OC(F)F)c(OC)c1,-5,10,5,3.2,1,3,99,-3,7,9
CCOC(=O)c1ccc(Oc2nc(NC)nc(OC)n2)cc1,-3,0,-35,-2.0,-3,0,97,-1,-12,-3
COc1ccc(C2Nc3ccccc3C(=O)N2c2ccc(F)cc2)cc1CSc1ccccn1 (configuration not stated),-7,4,-15,33*,-3,5,88,6,5,-3
CCN(CC)c1ccc(C(=O)OCC(=O)N(C)Cc2ccccc2)cc1,12,-6,-10,-2.5,1,-8,65*,-10,7,0
Cn1c(=O)c2c(c3ccccc31)OC(=O)CC2c1cccnc1 (configuration not stated),-1,1,14,-1.7,1,-1,96,7,-9,19
CNC(=O)C1Cc2ccccc2CN1S(=O)(=O)c1ccc(OC)c(OC)c1 (configuration not stated),-12,8,5,0.0,2,0,97,2,-6,3
CCOc1ccccc1N(CC(=O)N1CCN(Cc2ccccc2)CC1)S(=O)(=O)c1ccccc1,2,0,18,-0.2,-4,-6,91,4,4,-1
Cc1cccc(-n2c(CCN3C(=O)c4ccccc4C3=O)nc3ccccc3c2=O)n1,-1,3,-5,1.9,1,4,96,29,5,-4
COc1ccccc1NS(=O)(=O)c1cc(C(=O)NCc2ccncc2)ccc1C,3,-5,-9,-2.8,-2,-3,97,6,-1,8
COC(=O)CSc1nc(N2CCOCC2)c2c(c1C#N)CCCC2,3,3,6,-2.2,2,8,102,-2,-10,12
Cc1c(C(=O)O)sc2nc(SCC(=O)Nc3ccc(S(=O)(=O)NCCCC(=O)O)cc3)[nH]c(=O)c12,-13,3,13,-3.5,0,6,98,12,-3,21
CC1CN(C(=O)COC(=O)c2ccc(Cl)c(N)c2)CC(C)O1 (configuration not stated),-13,3,-8,-1.3,-1,6,98,-1,2,-5
COc1cccc2c1O/C(=N\O)C(C(=O)Nc1cccc(C)c1C)C2 (configuration not stated),-4,-1,-4,-0.7,-2,5,102,-4,11,4
Cc1nc2oc(C(=O)c3ccccc3)c(N)c2c2c1COC(C)(C)C2,-9,-2,-18,-1.3,2,4,93,27,-1,9
Brc1ccc(N=NNc2ccccc2)cc1,-1,4,-65,0.9,1,1,95,-8,4,0
CCC(C(=O)NCc1ccco1)N(Cc1cccs1)C(=O)CNS(=O)(=O)c1ccccc1 (configuration not stated),-1,1,17,-0.7,0,-6,99,-2,-4,2
CCOC(=O)Cn1c(C)[n+](C)c2cc(Cl)c(Cl)cc21,-2,-2,1,-3.1,0,-3,99,-6,-5,-3
CN(C)c1cccc(CNC(=O)c2csc([C@H]3C[C@H](O)[C@@H](CO)O3)n2)c1,10,-3,0,-1.4,0,-4,96,-4,x,3
CC(=O)OC[C@@H]1CN(Cc2ccccc2)C[C@H](n2cnc3c(NC4CCC4)ncnc32)O1,-6,-4,-3,0.8,-1,1,98,2,x,6
CC(NC(=O)COC(=O)C12CC3CC(CC(Br)(C3)C1)C2)c1ccccc1 (configuration not stated),-8,-1,9,0.4,1,1,94,7,-3,-2
COc1ccc(OC)c(-c2csc(NC(=O)COC(=O)c3ccc(NC(=O)CC#N)cc3)n2)c1,6,-8,x,-2.5,3,-7,90,12,1,-5
COC(=O)c1ccc(-c2nc3cc(Cl)c(N)cc3s2)cc1,9,0,-71,0.3,-10,-9,91,-30,11,0
Cc1cc(NC(=O)CSc2ncc(C(=O)O)n2-c2ccc(F)cc2)no1,1,-2,4,-0.6,0,1,98,1,8,5
Cc1ccc(S(=O)(=O)N2CCN(C(=O)c3ccc(S(=O)(=O)N4CCCC4)cc3)CC2)cc1,9,-1,17,-2.1,1,3,101,-2,-7,3
CCN(CC(=O)NC1CCS(=O)(=O)C1)Cc1nc2c(Br)cc(Br)cc2c(=O)[nH]1 (configuration not stated),-1,-2,-29,0.7,-1,4,101,20,4,4

# Some of the entries so far, with two lines to a compound:
# Values run as follows: NOD2-RIPK2 inh, m5-HT2A agonist, SRC2 inh, MC4R barr agon, Glyco luc inh, ABHD5 PLIN5 PPI, ABCB6 inh 2, H9c2 protect, TLR9-MyD88 block, MC4R antagonist
- COC(=O)c1ccc(-c2nc3cc(Cl)c(N)cc3s2)cc1
→ 9, 0, -71, 0.3, -10, -9, 91, -30, 11, 0
- Cc1cc(NC(=O)CSc2ncc(C(=O)O)n2-c2ccc(F)cc2)no1
→ 1, -2, 4, -0.6, 0, 1, 98, 1, 8, 5

# Further results:
SMILES,NOD2-RIPK2 inh,m5-HT2A agonist,SRC2 inh,MC4R barr agon,Glyco luc inh,ABHD5 PLIN5 PPI,ABCB6 inh 2,H9c2 protect,TLR9-MyD88 block,MC4R antagonist
COc1cccc(/C=N/NC(=O)c2ccoc2C)c1O,1,-6,-2,-2.0,-9,-8,98,10,5,-9
CC1(C)CC(=O)C2=C(C1)N(Cc1ccccc1)C(=O)C2(O)C(F)(F)F (configuration not stated),5,-5,-35,-0.3,10,3,96,5,-7,9
O=C(CSCc1ccc(C(=O)O)cc1)Nc1ccccc1,1,-1,36,-0.6,0,-2,102,1,-4,3
Cn1cc(S(=O)(=O)N2CCOCC2)cc1C(=O)Nc1ccc(Cl)cc1,-21,11,-4,2.4,-2,7,93,-3,3,2
CCOc1cc(C#N)c(NC(=O)c2ccco2)cc1OCC,-4,0,-17,-3.0,19,2,78,7,-2,-10
O=C(O)CCC(=O)Nc1ccccc1C(=O)NCc1ccccc1,9,-4,-15,-1.3,3,4,98,3,-20,19
Cc1cccc(-n2c(C)cc(/C=N\NC(=O)c3cccs3)c2C)c1,-7,-4,-10,-1.0,-15,-6,99,-8,-4,-5
CCOC(=O)c1[nH]c2cc(OC)c(OC)cc2c1NC(=O)CN(C)C1CCCCC1,1,2,2,4.5,-3,-11,107,20,1,-15
CCc1ccc(-c2nc(CS(=O)CC(=O)NCc3ccccc3)c(C)o2)cc1 (configuration not stated),-10,-2,55*,-1.6,1,-3,79,-1,2,7
COc1ccc(NC(C)(C)c2nnnn2-c2c(C)cccc2C)cc1,1,3,7,3.5,-2,10,98,-2,7,5
O=C1c2ccccc2C(=O)C1(CO)c1ccccc1,-5,-5,-9,0.2,-1,-5,99,-3,5,-1
COc1ccccc1C(=O)COC(=O)Cc1ccccc1F,4,-2,-44,-0.8,0,3,100,-2,-1,3
CN(C)C(=O)c1c([N+](=O)[O-])c(C(C)(C)C)nn1C,-4,2,-43,-1.2,2,2,97,3,-4,1
CN(C)S(=O)(=O)c1ccc(NC(=O)CN2CCN(C(c3ccccc3)c3ccccc3)CC2)cc1,-7,4,-1,-0.7,-1,4,97,3,4,2
O=C(c1ccc(C(F)(F)F)cc1)C1CCCN(C(=O)CCn2cncn2)C1 (configuration not stated),-17,7,-6,-1.0,2,6,97,-1,8,2
N#Cc1ccccc1NC(=O)CSc1cn[nH]n1,8,-6,8,-0.3,-1,-4,98,0,-6,-5
CCCCCCCN1C/C=C\C(c2ccc(OC)cc2)N(Cc2ccc(F)cc2)C(=O)[C@H]1Cc1ccccc1 (some centres not stated),-2,0,x,0.1,-4,-9,99,2,3,3
CC1(c2nnnn2-c2ccc3c(c2)OCCO3)CCC(=O)N1CCOc1ccccc1 (configuration not stated),2,0,9,x,x,2,104,x,x,x
CCN(CC(=O)Nc1ccccc1OC)C(=O)COc1ccc(C#N)cc1,-9,6,8,1.3,3,-3,104,7,3,12
COc1ccccc1N1CCN(C(=O)CNC(=O)c2cn(-c3ccccc3OC)c(=O)c3ccccc23)CC1,-11,3,-37,0.4,0,3,93,-7,0,4
O=C(COC(=O)c1n[nH]c(=O)c2ccccc12)NCc1ccccc1,10,1,12,-1.8,7,3,101,43,-7,-21
O=C(Nc1cccc(Cl)c1)c1cc(S(=O)(=O)NCCc2ccc(Cl)cc2)ccc1F,-8,-4,-24,-1.1,-6,2,97,-17,-20,11
O=C(CN1C(=O)c2ccccc2C1=O)OCC(=O)c1ccccc1,-2,2,-38,-2.1,2,3,100,-5,1,2
NCCCNCCCCNCCCN,-15,5,-14,0.3,-1,-4,92,0,-2,1
CC(=O)Nc1cccc(-c2ccnc3c2CC(C)(C(=O)NCc2cccs2)O3)c1 (configuration not stated),-22,7,16,-2.2,22,1,120,4,x,-31
COc1ccc(O)c(-c2cn[nH]c2-c2cccs2)c1,-4,3,-5,-0.4,1,7,94,-1,-3,8
NS(=O)(=O)c1ccc(CCNc2ncnc3sccc23)cc1,-3,5,28,-0.9,-4,1,98,-14,-4,0
O=C(CS(=O)(=O)c1c[nH]c2ccccc12)Nc1ccc2c(c1)OCCO2,7,-6,-45,-0.9,2,-2,104,0,3,12
Cc1ccc(C(=O)C2CCN(CC(=O)NC3CCCCC3)CC2)cc1,-2,-10,16,-1.2,-3,4,101,-10,-4,0
O=C(Nc1cccc(-n2cccn2)c1)C1CCCN(Cc2cccc(F)c2F)C1 (configuration not stated),7,-19,10,-3.2,4,0,104,0,-16,-5

# Reprinted from the part before: 2 compounds, then new ones.
SMILES,NOD2-RIPK2 inh,m5-HT2A agonist,SRC2 inh,MC4R barr agon,Glyco luc inh,ABHD5 PLIN5 PPI,ABCB6 inh 2,H9c2 protect,TLR9-MyD88 block,MC4R antagonist
Cc1ccc(C(=O)C2CCN(CC(=O)NC3CCCCC3)CC2)cc1,-2,-10,16,-1.2,-3,4,101,-10,-4,0
O=C(Nc1cccc(-n2cccn2)c1)C1CCCN(Cc2cccc(F)c2F)C1 (configuration not stated),7,-19,10,-3.2,4,0,104,0,-16,-5
Cc1ccc(C(=O)N(CN2CCCC2=O)c2ccc(F)cc2)cc1C,-2,-1,6,2.7,0,-5,100,4,-3,7
COc1ccc(C(N)c2csc(Nc3ccc(S(C)(=O)=O)cc3)n2)cc1 (configuration not stated),10,-3,-10,-0.9,-2,-1,100,8,x,12
CS(=O)(=O)N(CC(=O)Nc1ccccc1Sc1ccccc1)c1ccc(F)cc1,-6,-3,2,-0.1,-3,2,98,-19,3,10
CCOC(=O)C1CCCN(C(=O)c2ccccc2SCCOC)C1 (configuration not stated),-1,4,3,1.2,2,-2,100,6,7,6
O=C(/C=C/c1cccs1)c1ccco1,3,5,2,1.0,1,5,99,18,-2,13
C/C(=N/N1CCN(Cc2cccc3ccccc23)CC1)c1cccnc1,-6,-2,-2,-0.1,-1,-14,102,-3,8,-3
CN(C)CCNC(=O)Nc1cccc(Cl)c1Cl,-6,0,-17,-3.2,0,4,x,14,3,3

# A portion of the library; count on the stated rates, not on these rows.
